Compound activity (PubChem)
HTR5A ag ctr – counter-screen for OPRM1-OPRD1 agonists: human HTR5A agonism. HTR5A agonist assay, luminescence, cell-based. activation, % at 9.3 µM. 340,000 compounds, 0.61% hits. AID 504692; in the data active = activation mostly above about 9.5%, no sharp cut-off; inactive = mostly below about 7.6%;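 note: 0% = cells with vehicle only and 100% = reference agonist; strong numbers were not always called active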
Target sequence (P47898 whole entry, looked up): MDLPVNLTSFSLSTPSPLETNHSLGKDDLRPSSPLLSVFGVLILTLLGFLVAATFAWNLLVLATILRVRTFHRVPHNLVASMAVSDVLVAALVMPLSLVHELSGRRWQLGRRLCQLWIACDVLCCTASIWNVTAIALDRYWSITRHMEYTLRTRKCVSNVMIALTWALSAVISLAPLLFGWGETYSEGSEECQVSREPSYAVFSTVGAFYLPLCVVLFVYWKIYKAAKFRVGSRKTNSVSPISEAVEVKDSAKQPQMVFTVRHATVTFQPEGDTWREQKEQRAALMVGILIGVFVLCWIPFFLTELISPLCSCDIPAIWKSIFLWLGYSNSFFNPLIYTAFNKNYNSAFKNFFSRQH
AddAB inh – less growth of phage-infected E. coli with AddAB; inhibition, % at 11.9 µM; E. coli expressing H. pylori AddAB, absorbance growth; 330,000 compounds, 0.29% hits; in the data active = inhibition above about 12%;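 note: 0% = vehicle wells of infected cells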
Tat export inh – inhibitors of E. coli Tat protein transport; E. coli MC4100 TorA-mCherry Tat export, fluorescence; inhibition, % at 10 µM; 340,000 compounds, 0.036% hits; AID 488895;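 active = mean replicate inhibition at least 50% and at least half of replicates individually reaching 50%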;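 note: exported cargo escapes ClpAP degradation while cytoplasmic cargo is degraded and loses fluorescence; 0% = median of neutral control wells and 100% = median of NaSCN control wells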
CDK5 inh – CDK5/p35 (human) kinase inhibition. inhibition, % at 10 µM. 330,000 compounds, 0.01% hits. AID 488839. Recombinant CDK5/p35, ADP-Glo luminescence, 60 min;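 active = highest replicate inhibition of at least 50% and at least 75% of replicates reaching 50%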;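 note: plate controls were DMSO neutral control for no effect and GW8510 at 10 µM for full effect; many of its hits are not listed in these tables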
phage Ecoli inh – E. coli growth loss with phage present; growth absorbance; inhibition, % at 11.9 µM; 360,000 compounds, 0.26% hits; in the data active = inhibition above about 11%
PKA-R1A act – activators of PKA-R1A complex; P00514+P68181; PKA-R1A dissociation, Cy5-IP20 fluorescence polarization; scaled: DMSO 0%, 113 µM cGMP 100%; activation, % at 11.4 µM; 340,000 compounds, 0.083% hits; AID 504707;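 active = percent activation above the mean of all tested compounds plus 3 SD, cut at about 19% in these data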;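 note: higher means more PKAc released from R1A so a rise in polarization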
PKA-R2B act – activators of human PKA-R2B complex. PKA-R2B holoenzyme dissociation, Cy5-IP20 fluorescence polarization; R2B truncated from residue 108, S112A mutant; 0% DMSO only, 100% 113 µM cGMP. activation, % at 11.4 µM. 340,000 compounds, 0.079% hits. AID 504700;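 active = activation above a cutoff set at the mean over all compounds plus 3 SD, cut at about 18% in these data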;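 note: higher means more holoenzyme dissociation and a rise in polarization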
Target sequence (P31323 whole entry, looked up, other chains not shown, the tested form may be a part): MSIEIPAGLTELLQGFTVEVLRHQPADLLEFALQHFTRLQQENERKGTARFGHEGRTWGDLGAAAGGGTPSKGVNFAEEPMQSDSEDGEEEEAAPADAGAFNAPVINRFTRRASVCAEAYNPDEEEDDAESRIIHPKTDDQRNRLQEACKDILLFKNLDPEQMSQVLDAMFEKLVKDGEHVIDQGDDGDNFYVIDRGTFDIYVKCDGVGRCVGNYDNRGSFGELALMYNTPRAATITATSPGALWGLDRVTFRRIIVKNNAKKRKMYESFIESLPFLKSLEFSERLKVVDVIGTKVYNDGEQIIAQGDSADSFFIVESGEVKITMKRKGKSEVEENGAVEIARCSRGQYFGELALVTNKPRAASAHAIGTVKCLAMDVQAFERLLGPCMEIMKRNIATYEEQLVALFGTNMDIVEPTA
E coli growth – reduces bacterial viability in AddAB counter-screen | E. coli V3065 growth, OD600 absorbance, 18 h | inhibition, % at 11.9 µM | 330,000 compounds, 0.27% hits;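 active = inhibition above the campaign's mean inhibition across all tested compounds plus 3 SD, cut at about 9.9% in these data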;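 note: uninfected addAB+ strain grown without phage in ampicillin broth; 0% = DMSO wells and 100% = ciprofloxacin 0.95 µg/ml wells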
HTR5A inv ctr – counter-screen for OPRM1-OPRD1 inverse agonists: human HTR5A inverse agonism; P47898; HTR5A cell line, luminescence; inhibition, % at 9.3 µM; 340,000 compounds, 0.083% hits; AID 504634; in the data active = inhibition mostly above about 23%, no sharp cut-off; inactive = mostly below about 18%;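 note: 0% = cells with DMSO and 100% = no-cell wells with DMSO; some compounds called inactive have numbers as strong as hits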
Mot1-301 SUMO – inhibitors of SUMOylation pathway: yeast Mot1-301 growth rescue. growth rescue, % at 18.8 µM. 320,000 compounds, 1% hits. AID 2716. S. cerevisiae Mot1-301 growth rescue, ATP luminescence, 38.5C; percent above DMSO median, 100 means doubled;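 active = every valid replicate shows activation above 250% relative to neutral control wells; inactive = the rest, any valid replicate at or below 250%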;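 note: OY570 slx delta 5 strain wells were the positive control but not used for scaling; some compounds called inactive have numbers as strong as hits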
DAGLB inhibitor – blocks human DAGLB lipase activity; AID 504411; 340,000 compounds, 0.059% hits; inhibition, % at 5.17 µM; HEK293T DAGLB membrane lysate, EnzChek fluorogenic substrate; in the data active = inhibition above about 34%;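 note: 0% = enzyme with vehicle and 100% = wells lacking enzyme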
* = called active by the depositor; x = not tested or not shown.

SMILES	HTR5A ag ctr	AddAB inh	Tat export inh	CDK5 inh	phage Ecoli inh	PKA-R1A act	PKA-R2B act	E coli growth	HTR5A inv ctr	Mot1-301 SUMO	DAGLB inhibitor
CCOC(=O)c1c(NC(=O)c2ccc(N3C(=O)[C@@H]4[C@H](C3=O)[C@H]3C=C[C@@H]4C3)cc2)sc2c1CC(C)CC2 (stereo partly specified)	-5	-0.3	1	-0.1	4.3	-6	-5	1.3	15	-12	0
CCCc1cc(N2CCN(c3ccccn3)CC2)n2nc(C)c(-c3ccccc3)c2n1	2	1.2	-3	-0.4	2.2	6	8	-0.3	-1	-5	-4
CCCCc1nc(N2CCOCC2)c(C#N)c2c1COC(C)(C)C2	-1	4.5	-4	0.6	0.5	-11	1	0.1	4	-6	-7
Clc1ccc(Oc2nc(Oc3ccc(Cl)cc3)nc(N3CCOCC3)n2)cc1	2	3.1	9	-1.6	0.7	-10	-8	1.6	-4	8	-8
CCOc1ccc2[nH]c(=O)c(CN(Cc3ccc(F)cc3)C(=O)c3ccco3)cc2c1	5	-0.8	-1	1.3	3.9	-8	-13	0.2	-14	-9	4
COC(=O)c1ccc(NC(=O)c2ccc(F)cc2)o1	-1	4.8	-4	-0.7	2.3	1	2	-1.2	1	590	1
COC(=O)C1=C(CS(=O)(=O)c2ccccc2)NC(=O)NC1c1ccc(OC)c(OC)c1 (stereo unspecified)	-2	0.9	0	-0.5	-0.3	-6	-4	0.8	8	-5	1
O=[N+]([O-])c1cccnc1Oc1cccnc1	0	1.0	-4	-2.1	0.5	-6	4	1.8	23	11	-1
CCOC(=O)CNC1CC(=O)N(c2ccc(Br)cc2)C1=O (stereo unspecified)	5	3.8	0	-0.5	1.4	2	-2	0.7	-14	23	1
CC/C(=N/Nc1ccccc1)c1cnnc(-c2ccccc2)n1	-1	1.6	-10	-0.3	1.2	2	5	2.5	4	-6	-3
Nc1cccc(NP(=O)(c2ccccc2)c2ccccc2)c1	2	1.9	-3	1.6	1.9	-4	2	-3.7	33	-21	0
Cc1ccc(-n2nc(C)cc2NC(=O)CC#N)cc1	5	4.7	0	0.1	1.5	-3	-9	2.4	0	-14	-1
CCOC(=O)c1c(CSc2ccccc2)n(C)c2cc(Br)c(OCC(O)CNC(CO)(CO)CO)cc12 (stereo unspecified)	2	1.0	19	0.7	0.3	-4	-6	-5.6	-5	-11	-1
Nc1c(-c2cccc(Cl)c2)cnn1-c1ccccc1	-2	-2.1	-5	1.2	1.8	-4	-3	-3.2	8	14	0
CCCc1nnc(NC(=O)CCC(=O)N2CCN(Cc3cc(F)ccc3OC)CC2)s1	0	0.5	2	-1.5	2.7	-12	-8	-0.8	-2	10	1
O=C(NCCOc1ccccc1)C1CCCN1C(=O)c1cccs1 (stereo unspecified)	-2	-1.9	0	0.7	0.3	-7	-3	-0.7	-15	-10	-4
COc1cccc(/C=C/C(=O)Oc2ccc(C(=O)c3ccc(F)cc3)cc2)c1	0	-1.6	-2	-2.8	1.5	-3	14	2.0	-1	16	0
CC(=O)C1=C(O)C(=O)N(c2ccccn2)C1c1cccc(F)c1 (stereo unspecified)	5	-0.7	8	-2.1	0.4	-7	-12	0.5	-18	2	3
Cc1cc(=O)oc2cc(OCC(=O)OCC(=O)NC(C)C)ccc12	1	0.4	2	-5.6	1.4	-11	0	0.9	-3	-17	-2
c1ccc2c(c1)nc1n2CCN1	x	0.5	1	0.2	0.7	-2	-19	1.4	x	13	3
CCC1(C)CN=C(c2ccccc2)NC1 (stereo unspecified)	1	x	-5	-0.3	-2.2	-4	-13	x	-3	x	1
COc1ccc(CCNC(=O)c2cc3c(C)nccc3[nH]c2=O)cc1OC	6	0.3	-6	0.6	-1.0	-16	-6	-0.2	-16	0	1
O=C(CCn1nnc2ccccc21)Nc1nnc(COc2ccccc2F)s1	4	3.3	-5	-0.1	2.1	-2	-3	-0.9	1	-11	2
O=c1[nH]ncc(NCCCO)c1Cl	4	-2.4	2	1.8	3.0	-9	1	-0.1	23	-10	4
Cc1ccc(Nc2cc(C)nc(N3CCOCC3)n2)cc1	-6	3.6	13	-2.7	1.8	-5	-9	-0.4	13	39	-1

Other structures follow.
SMILES	HTR5A ag ctr	AddAB inh	Tat export inh	CDK5 inh	phage Ecoli inh	PKA-R1A act	PKA-R2B act	E coli growth	HTR5A inv ctr	Mot1-301 SUMO	DAGLB inhibitor
CCOc1ccc(S(=O)(=O)Nc2cc(OC)c(OC)cc2C(=O)O)cc1	0	0.9	0	-2.2	1.2	1	0	0.4	0	151	2
COC(CNC(=O)c1cnn2c(C)c(Cc3ccccc3)c(C)nc12)OC	1	-0.7	0	1.5	-0.1	1	-3	-0.6	-3	147	-4
O=C(CNC(=O)OCc1ccccc1)NC(Cc1cnc[nH]1)C(=O)O (stereo unspecified)	3	x	9	-2.5	1.7	-3	-2	x	-11	x	2
O=C(CCc1nnc(CCC2CCCCC2)o1)NCCn1cccn1	4	1.0	-3	-1.4	3.4	-12	-1	0.5	-5	-11	0
Cc1cc(-c2c(C)[nH]n(-c3ccc(Cl)cc3)c2=O)n(-c2ccccc2)n1	8	3.8	-6	-2.8	2.0	11	-6	1.3	-21	x	-1
CC(C)C(=O)N1CCN(c2ccccc2NC(=O)c2ccc(Br)o2)CC1	-2	0.2	5	-2.7	3.6	12	-8	-1.7	6	17	-1
O=S(=O)(NCCNS(=O)(=O)c1c(F)cccc1F)c1ccc2c(c1)OCCO2	7	4.6	3	-0.6	0.8	2	11	1.5	-18	-2	0
COc1cccc(-c2cc(C(=O)NCC3CCCO3)c3ccccc3n2)c1 (stereo unspecified)	-2	3.7	-13	0.8	1.9	-4	6	3.4	6	-3	2
COc1cc2ccccc2cc1C(=O)Nc1ccc(N2CCN(C(=O)C(C)C)CC2)cc1	1	3.0	3	-1.6	2.4	3	-12	-0.2	-16	62	3
O=C(CN(c1cccc(Cl)c1)S(=O)(=O)c1ccc(Cl)cc1)NCc1ccccn1	6	0.9	11	0.4	3.3	1	-16	-0.2	9	29	-6
COc1ccc(CCNC(=O)c2ccc(N3CCCC3=O)cc2)cc1	0	5.3	1	0.9	2.1	0	-1	1.4	-17	0	-3
Cc1cc(=O)oc2cc(NC(=O)C(C)Oc3ccc(F)cc3)ccc12 (stereo unspecified)	-1	0.0	-8	-0.9	5.1	5	8	-0.3	11	7	-1
CC1CCCC(NC(=O)c2ccc3c(c2)OCO3)C1C (stereo unspecified)	-2	6.0	-1	2.1	2.1	-4	-3	1.7	5	41	-3
COc1ccc(CN2CCc3ccccc3C2)c(OC)c1	4	-3.0	-4	-1.8	2.5	-9	4	-1.6	-7	-15	-4
Cc1nc2ncnn2c(N2CCN(C(=O)c3cccc(F)c3)CC2)c1Cc1ccccc1	-1	1.4	1	0.9	2.6	1	-5	1.3	-1	5	0
CC1(C)C(=O)NCCN1C(=O)c1ccc2nc(Cc3ccccc3F)oc2c1	-1	1.1	-1	0.0	1.0	-5	-4	3.2	-4	-4	0
O=C(Nc1ccc(Cl)c(Cl)c1)Nc1nc(-c2ccccc2)cs1	-2	0.4	-3	-3.9	4.5	-16	-24	-0.3	-23	-6	3
CCCCc1c(O)nc(SCC(=O)c2ccccc2)n(-c2ccccc2C)c1=O	1	0.9	7	1.6	3.1	-1	0	3.2	-22	13	-1
COc1ccc(N2CCN(C(=O)c3ccccc3F)CC2)c([N+](=O)[O-])c1	6	0.9	-1	-0.5	2.1	-11	-7	0.8	12	-1	-1
O=C(COc1ccccc1Cl)NC1CC1	2	2.8	-4	0.3	3.0	2	-9	-0.9	-11	-17	1
COC(=O)CSc1ncccc1-c1nc2ccccc2[nH]1	3	0.6	14	0.7	3.5	-1	3	-1.9	-11	-4	0
Cc1cccc(Cn2nc(C)c(NC(=O)c3ccc(F)cc3)c2C)c1	-6	2.0	-4	0.2	1.0	1	-11	1.8	14	x	0
Cc1c(C(=O)NCCN2CCOC2=O)oc2c(F)cccc12	4	0.1	-9	-0.6	3.1	-5	-4	1.3	-3	-10	-6
CCOC(=O)c1ccc(N2C(=O)CC(N3CCC(O)(c4ccc(Br)cc4)CC3)C2=O)cc1 (stereo unspecified)	4	2.4	-2	-0.9	2.4	18	0	0.3	13	140	0
COc1ccc(-c2nc(C)sc2C)cc1	1	1.2	-4	-0.9	4.2	-10	-18	-2.6	-2	-14	-3

Remaining list, next part
SMILES	HTR5A ag ctr	AddAB inh	Tat export inh	CDK5 inh	phage Ecoli inh	PKA-R1A act	PKA-R2B act	E coli growth	HTR5A inv ctr	Mot1-301 SUMO	DAGLB inhibitor
S=C(NCc1ccc(Cl)c(Cl)c1)NCc1ccco1	8	x	0	-0.4	-0.9	-5	4	x	23	2	-4
Cn1c(=O)c2c(ncn2CC(=O)OCC(=O)NCc2ccccc2Cl)n(C)c1=O	-6	2.1	-4	2.0	1.0	4	-3	0.3	16	-18	-4
COc1cccc(-c2nnc(-c3ccc4ccccc4c3)o2)c1	4	x	3	-0.3	-1.4	2	7	x	-16	x	-20
COCCN(C(=O)CSc1nc2ccccc2s1)c1c(N)n(Cc2ccccc2)c(=O)[nH]c1=O	4	x	3	0.6	1.8	-8	-9	x	-9	x	3
CCn1c(SCC(=O)Nc2ccc(S(N)(=O)=O)cc2)nnc1-c1cccc(OC)c1	-4	3.2	-8	-0.4	1.8	13	13	0.5	11	-9	0
O=C(C1CCC1)N1CCc2cc(S(=O)(=O)NCCN3CCN(c4ccccc4F)CC3)ccc21	5	1.2	-6	-0.1	1.9	-6	-1	1.1	-18	188	-1
Cc1cc(C(F)F)n2nc(C(=O)Nc3ccccc3Br)nc2n1	1	2.4	-7	-0.7	4.0	-4	-8	-0.2	-13	-3	0
